Source: PubChem
RAD54 branch – RAD54 (human) branch migration inhibition; Q92698; RAD54 Holliday junction branch migration, FAM/BHQ fluorescence; inhibition, % at 10.4 µM; AID 602329; 360,000 tested, 0.14% active;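 active = mean normalized replicate activity at least 40 and at least half of replicates scoring 40 or more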;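 also: 0% = median of neutral control wells and 100% = median of positive control wells; inhibitors cause a drop in the FAM fluorescence signal; in these data hits start at about 50%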
Target sequence (Q92698 whole entry, looked up): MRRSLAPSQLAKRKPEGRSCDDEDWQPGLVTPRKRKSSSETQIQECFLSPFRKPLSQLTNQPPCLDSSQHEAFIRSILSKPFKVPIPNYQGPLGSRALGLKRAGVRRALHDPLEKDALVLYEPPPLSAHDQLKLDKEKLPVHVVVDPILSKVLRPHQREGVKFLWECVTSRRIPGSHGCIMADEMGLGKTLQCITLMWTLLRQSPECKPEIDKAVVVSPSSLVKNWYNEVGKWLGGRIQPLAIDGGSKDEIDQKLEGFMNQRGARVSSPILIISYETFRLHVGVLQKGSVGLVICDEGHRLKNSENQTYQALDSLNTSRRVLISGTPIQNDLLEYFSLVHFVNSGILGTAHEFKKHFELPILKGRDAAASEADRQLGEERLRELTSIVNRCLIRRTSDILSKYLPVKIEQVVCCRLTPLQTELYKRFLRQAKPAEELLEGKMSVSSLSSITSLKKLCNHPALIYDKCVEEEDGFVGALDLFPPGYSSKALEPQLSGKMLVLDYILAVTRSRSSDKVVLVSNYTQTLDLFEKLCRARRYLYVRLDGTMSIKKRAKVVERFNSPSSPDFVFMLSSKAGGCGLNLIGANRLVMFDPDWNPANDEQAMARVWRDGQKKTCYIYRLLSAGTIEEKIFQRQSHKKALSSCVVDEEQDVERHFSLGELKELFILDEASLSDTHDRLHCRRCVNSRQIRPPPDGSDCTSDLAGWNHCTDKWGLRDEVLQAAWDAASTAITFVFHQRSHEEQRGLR
* marks the source's active call; other numbers are inactive results. An excerpt. The share of hits here may be higher or lower than overall.

SMILES,RAD54 branch
CC1Oc2ccccc2N(CC(=O)NCc2cccs2)C1=O (configuration not stated),3.1
CCOc1ncccc1C(=O)OCC(=O)c1c(N)n(C)c(=O)n(C)c1=O,4.7
Cc1cc(C(=O)CSc2nc(N)cc(N)n2)c(C)n1CCc1ccc(F)cc1,2.3
N#Cc1c(N)nc2c(c1-c1ccncc1)CCCCC2,-2.4
Cc1ccc(S(=O)(=O)Nc2ccccc2-c2ccccc2)cc1,8.9
CC1CCCC(C)N1C(=O)COC(=O)c1ccc2c(c1)OCO2 (configuration not stated),3.2
CCc1cc2c(=O)c(-c3cscn3)coc2cc1O,-2.0
Cn1ccnc1SCc1cn2cc(Br)ccc2n1,0.3
COC(=O)CNC(=O)C(C)(C)Oc1ccc(Cl)cc1,-6.8
O=C(CSc1nnnn1-c1ccccc1)NCc1cccs1,0.6
COC(=O)c1cc2c(ccn2-c2ccc(F)cc2)n1CC(=O)N1CCN(C(=O)c2ccco2)CC1,-3.3
O=c1[nH]nc(Cc2ccc3ccccc3n2)c2ccccc12,3.5
CC(C)C(=O)Nc1cccc(NC(=S)NC(=O)c2ccc(Cl)cc2)c1,0.1
CCC1(C)Cc2c(sc3nnn(Cc4ccccc4Cl)c(=O)c23)CO1 (configuration not stated),4.4
CCOc1ccccc1/C=N/Nc1nc(C)cc(=O)[nH]1,-2.0
Cc1cccc2cc(COC(=O)C3CCCO3)c(=O)[nH]c12 (configuration not stated),4.1
COC(=O)c1c(NC(=O)c2ccc(C)cc2)sc(Cc2ccccc2)c1C,-2.2
Cc1ccc2c(C)c(C(=O)Nc3c(C)n(C)n(-c4ccccc4)c3=O)oc2c1,0.3
CC(OC(=O)C1CCCO1)C(=O)NC1CCCC1 (configuration not stated),1.7
COc1ccc(Br)c(/C=N/NC(=O)COc2ccc(-c3ccccc3)cc2)c1,0.4
CN(C)c1ccc(C2N(C(=O)N3CCOCC3)CCN2S(=O)(=O)c2ccccc2)cc1 (configuration not stated),-1.7
CC(C)(CNC(=O)C1CCCC1)CNC(=O)C1CCCC1,1.9
COc1ccc(Cl)cc1N(CC(=O)N1CCN(Cc2ccccc2)CC1)S(C)(=O)=O,-8.2
CCOn1c(=O)c(-c2ccc(Cl)cc2)[n+]([O-])c2ccccc21,-2.7
COc1ccc(S(=O)(=O)N2CCC(C(=O)NCc3cccc(OC)c3)CC2)cc1,-20.4
CCN(CC)S(=O)(=O)c1cc(C)c(C)cc1Br,-1.7
COC(=O)c1ccccc1NC(=O)CN(c1cc(OC)ccc1OC)S(C)(=O)=O,2.2
CN(C)c1ccc(/C=C/c2ccncc2)cc1,-19.1
Cc1csc(NC(=O)CSc2nnc(-c3ccoc3C)n2CCc2ccccc2)n1,-0.7
Cc1ccc(OCCC(=O)OCC(=O)C(C)(C)C)cc1,-8.6

Next entries follow:
SMILES,RAD54 branch
O=S(=O)(c1ccc(C2CCCCC2)cc1)N1CCCC1,-1.2
COc1ccc(CCCc2nnc(SCC(=O)N/N=C\c3ccc(O)c(OC)c3)o2)cc1C,-0.4
COc1ccc(OCC(=O)Nc2ccc(S(=O)(=O)N3CCOCC3)cc2)cc1,-10.6
Cc1cc(-n2c(C)cc(C(=O)CN3C(=O)NC4(CCCCCC4)C3=O)c2C)no1,4.1
CC(C)[C@H](NC(=O)C1(c2ccccc2)CCN(C(=O)OC(C)(C)C)CC1)C(=O)O,1.6
Cc1cc(N2CCC(C(=O)NCC3CC3)CC2)nc(-c2ccccc2)n1,14.7
Fc1ccc(C2CC(c3ccc(F)cc3)n3ncnc3N2)cc1 (configuration not stated),6.0
CCOC(=O)CCP(=O)(O)C(O)c1ccc(OC)cc1 (configuration not stated),1.9
Cc1noc(C)c1COC(=O)CCc1ccc(S(=O)(=O)N2CCCCC2)cc1,-8.2
COC(=O)N(C)c1ccccc1C(=O)N1CCOCC1,0.5
CN(Cc1cccs1)CC(O)COCc1ccco1 (configuration not stated),3.4
CCOC(=O)N1CCN(C(=O)c2ccc(N(C)S(C)(=O)=O)cc2)CC1,1.2
CCCS(=O)(=O)NC(=O)C1(C)CCCN(C(=O)c2ccc(F)cc2Cl)C1 (configuration not stated),-3.8
CCc1nnc2n1N=C(c1ccc(-c3cc(Cl)ccc3Cl)o1)CS2,-4.3
c1ccc2sc(Cc3nnc4n3CCCCC4)nc2c1,-19.9
CCc1ccc(NC(=O)CN(C)S(=O)(=O)c2ccc3[nH]c(=O)oc3c2)cc1,7.9
CN(C)CCCNC(=O)c1ccc(Cl)c(S(=O)(=O)N(C)c2ccccc2)c1,0.1
Fc1cccc(Cl)c1CSc1ncn[nH]1,-4.3
O=S(=O)(c1ccccc1)c1nc(Nc2ccccc2N2CCOCC2)sc1Cl,9.1
O=S(=O)(NC1CCCC1)c1ccc(S(=O)(=O)N2CCN(c3ccccc3)CC2)cc1,-25.3
O=C(CC1NC(=O)NC1=O)NC1(C(=O)NC2CCCCC2)CCCCC1 (configuration not stated),1.6
CC(N=Cc1ccccc1O)c1ccccc1 (configuration not stated),-8.8
Fc1ccc(NC(=S)N2CCCC2)cc1,-10.8
O=C(NCC(=O)N(CCc1ccccc1)C(C(=O)NC1CCCCC1)c1ccncc1)c1ccco1 (configuration not stated),-5.8
COc1ccc(CN2C(=O)CS(=O)CC2=O)cc1OC,-5.7
Clc1ccc(/C=N/c2c(-c3ccco3)nc3ccccn23)cc1,-0.8
Cc1cccc(C(=O)Nc2ccc(C(=O)/C=C/c3cccs3)cc2)c1,-7.1
Cc1cc2c(c(=O)n1CC1CCCO1)C(c1ccc3c(c1)OCO3)C(C#N)=C(N)O2 (configuration not stated),5.8
O=C(Oc1cccc(NC(=O)c2ccco2)c1)c1ccc(Br)c(S(=O)(=O)N2CCCCC2)c1,10.0
COc1nn(C(C)C(=O)N2N=C(C(F)F)CC2(O)C(F)F)cc1[N+](=O)[O-] (configuration not stated),-5.0

(continued)
SMILES,RAD54 branch
CCCCOC(=O)Nc1nnc(CCOCC)s1,2.8
O=C(c1cccnc1)N1CCN(Cc2cccc(Br)c2)CC1,9.3
COc1nc(N2CCCCCC2)nc(N2CCCCCC2)n1,-7.5
Cc1nc2ncnn2c(C)c1CCC(=O)Nc1csc(N)n1,-3.7
COc1ccc(-c2c(=O)n(OCc3ccccn3)c3ccccc3[n+]2[O-])cc1OC,-4.3
Cc1nnc(-c2ccccc2)nc1N1CCOCC1,2.6
Nc1nnc(-c2ccccc2)c(-c2ccccc2)n1,-3.0
Cc1ccc(C(=O)OCC(=O)Nc2sc3c(c2C#N)CCCC3)cc1NC(=O)c1ccco1,-0.2
Fc1ccc(-c2nnc(SCc3ncc(-c4ccccc4)o3)n2CC2CCCO2)cc1 (configuration not stated),-1.4
O=C1N(Cc2ccccc2)CCCC12CCCN(Cc1ccccc1)C2=O,-8.4
CCn1c(SCC(=O)N2CCOCC2)nnc1-c1cccs1,-4.4
Cc1cc(S(=O)(=O)N2CCN(c3ccccc3C)CC2)ccc1F,7.9
O=C(Oc1ccc(F)cc1C(=O)/C=C/c1cccs1)c1cccc([N+](=O)[O-])c1,1.7
Cc1ccc(S(=O)(=O)N2CCOCC2)cc1C(=O)Nc1ccc(-c2cn3ccsc3n2)cc1,-6.6
CCOC(=O)Cn1c(N2CCOCC2)nc2c1c(=O)[nH]c(=O)n2C,-2.1
O=C1c2ccccc2-c2ccc(C(=O)N3CCOCC3)cc21,-3.1
CS(=O)(=O)N(CC(=O)NCCc1ccccc1)C1CCCCC1,0.2
CCOC(=O)N1CCN(C(=O)CSCC(=O)Nc2nc(-c3ccc4c(c3)OCO4)cs2)CC1,4.2
COc1ccc(-c2nc(C)c(C(C)=O)n2O)cc1,-0.5
COC(=O)c1cc(NC(=O)Nc2cc(OC)ccc2OC)cc(C(=O)OC)c1,1.0
CCOC(=O)N1CCN(C(=O)C2CCN(S(=O)(=O)c3ccccc3)CC2)CC1,-1.4
Cc1c(NC2=NC3(CCCCC3)Cc3ccccc32)c(=O)n(-c2ccccc2)n1C,-2.2
CCOC(=O)C(C)Sc1nc(-c2ccco2)cc(C(F)(F)F)c1C#N (configuration not stated),-3.2
CCC(NC(=O)Nc1ccc(O)cc1)(C(F)(F)F)C(F)(F)F,-21.4
COc1ccccc1-n1c(=O)c2c3c(sc2n2c(SC(C)C)nnc12)CCC3,3.6
CN1CCN(c2ncnc3c2[nH]c2ccc(F)cc23)CC1,75.9*
Cc1ccc(C(=O)C2=C(O)C(=O)N(Cc3cccnc3)C2c2ccc(Cl)c(Cl)c2)o1 (configuration not stated),-3.6
CCCSc1nc(SCC(=O)NCc2ccccc2)c2c3c(sc2n1)COC(C)(C)C3,-24.0
CC(C)NCCCOc1ccc(Cl)cc1Br,2.9
O=c1/c(=C/c2ccco2)sc2n1CN(c1cccc(Br)c1)CN=2,-9.7

Some values from the results shown.
RAD54 branch, CN1CCN(c2ncnc3c2[nH]c2ccc(F)cc23)CC1 = 75.9*
RAD54 branch, CCOC(=O)N1CCN(C(=O)C2CCN(S(=O)(=O)c3ccccc3)CC2)CC1 = -1.4

(list continues)
SMILES,RAD54 branch
CN(C)/C=N/c1ncc(C(=O)c2ccc3ccccc3c2)s1,1.0
CCOc1ccc(NC(=O)Nc2ccc3nccnc3c2)cc1,-0.5
Cn1c(SCC(=O)N2CCOCC2)nc(O)cc1=O,-6.5
O=C(CNC(=O)c1ccc([N+](=O)[O-])cc1)N/N=C\c1ccc(OC(=O)c2ccccc2)cc1,11.2
CCc1ccc(Oc2cc(C)nc(N)n2)cc1,-10.3
Cc1ccc(Cl)cc1NC1=NC(=S)N(C(C)C)C12CCCCC2,1.3
Cn1c(=O)c2c(nc(NCCc3ccccc3)n2CC(=O)NCCc2ccccc2)n(C)c1=O,4.0
CC1CCCN(CCCNC(=O)c2coc3nc4ccccc4nc23)C1 (configuration not stated),6.0
Nc1ccc(N2CCOCC2)c(Cl)c1,-56.5
CN(Cc1ccccc1)S(=O)(=O)c1cccc2cccnc12,-8.3
CC1CCCN(S(=O)(=O)c2ccc(S(=O)(=O)N3CCCN(Cc4ccccc4)C3)cc2)C1 (configuration not stated),-3.0
COc1ccc(NC(=O)Cn2nc(C(F)(F)F)c3c2CCCC3)c(OC)c1,2.3
NCCCCCc1nnc(SCC(=O)Nc2cccc(Cl)c2)o1,-6.2
COCCn1nnnc1C(C(C)C)N(Cc1cccnc1)Cc1cc2cc(OC)ccc2[nH]c1=O (configuration not stated),-2.0
Cc1ccc(C)c(S(=O)(=O)NCC(=O)Nc2sc3c(c2C(N)=O)CCC(C)C3)c1 (configuration not stated),-2.3
CON/C=C(\C=Nc1ccc(Cl)cc1Cl)c1ncc(C(F)(F)F)cc1Cl,13.4
CN(C)C(=O)c1cc2cc([N+](=O)[O-])ccc2s1,-7.4
O=C(Nc1cccc(C(F)(F)F)c1)c1cc2c(=O)c3ccccc3oc2nc1C(F)(F)F,2.6
COc1cc(C2C(C(=O)c3ccc(C)o3)=C(O)C(=O)N2Cc2cccnc2)ccc1O (configuration not stated),-3.3
CC(C)(C)NC(=O)C1N(c2cccnc2)C(=O)C2C(C(=O)Nc3ccccc3)C3(C)C=CC21O3 (configuration not stated),6.7
Cc1ccc(C(=O)COC(=O)C2C3C=CC(C3)C2C(=O)OCC(=O)c2ccc(C)c(C)c2)cc1C (configuration not stated),2.3
COc1ccc(C2=NCC(CSc3nnc(-c4ccc5c(c4)OCO5)o3)S2)cc1 (configuration not stated),-6.2
Cc1noc(C)c1C(=O)OCC(=O)Nc1ccccc1C(=O)NC(C)c1ccccc1 (configuration not stated),-3.0
N#Cc1nc(COc2ccccc2F)oc1N1CCCCCC1,-3.0
CCCc1nc(NCc2ccc3c(c2)OCO3)c2nnn(Cc3ccccc3Cl)c2n1,-3.0
O=C(NCc1ccccc1Br)c1cccc2c1C(=O)c1ccc(N3CCC(Cc4ccccc4)CC3)cc1S2(=O)=O,-105.4
CCOc1ccc(NC(=O)CSCc2cnn(-c3ccccc3)c2-n2cccc2)cc1,5.2
COc1ccc(CCN2C(=NC(=O)CCC(=O)O)SC3CS(=O)(=O)CC32)cc1OC (configuration not stated),5.1
Cc1ccc(NCc2nnc(SCC(=O)c3ccccc3)o2)c(C)c1,-34.2
CCOC(=O)c1[nH]c(COC(=O)CCOc2ccccc2OC)c(C(=O)OCC)c1C,-18.2

An excerpt of these results, with each value named.
COc1ccc(CCN2C(=NC(=O)CCC(=O)O)SC3CS(=O)(=O)CC32)cc1OC (configuration not stated)
  RAD54 branch: 5.1

COc1cc(C2C(C(=O)c3ccc(C)o3)=C(O)C(=O)N2Cc2cccnc2)ccc1O (configuration not stated)
  RAD54 branch: -3.3

Carrying on:
SMILES,RAD54 branch
Cc1ccnc(SCCn2c(N3CC(C)CC(C)C3)nc3c2c(=O)n(C)c(=O)n3C)n1 (configuration not stated),8.0
CCCCC(c1nnnn1Cc1ccco1)N1CCN(C(=O)c2ccco2)CC1 (configuration not stated),6.2
COc1ccc(Cc2nnc(NC(=O)c3c(-c4ccccc4)noc3C)s2)cc1,-2.1
CC1=CC(C)(C)N(S(=O)(=O)c2ccc(C)cc2)c2cc(C)ccc21,-0.3
CCc1ccc(/C=C2/SC(=S)N(CC(=O)Nc3nc4ccccc4s3)C2=O)cc1,-1.0
CCOCCCNC(=S)NCCNc1nc2c(C)cccc2cc1C#N,9.3
CCCc1nccn1S(=O)(=O)c1cc(OC)ccc1OC,0.1
O=C(CCS(=O)(=O)Cc1ccccc1F)NCCCN1CCCCC1,0.8
C/C(=N\Oc1cccc(F)n1)c1ccc(Cl)cc1Cl,4.9
Cc1cccc(N(C)S(=O)(=O)c2ccc3c(c2)CCC(=O)N3)c1,-0.4
Cc1cc(C)c2c(C)c(C(=O)NCc3ccncc3)oc2c1,11.7
COCC(=O)Nc1ccccc1C#N,-4.8
Cc1ccc(C2CC(C(F)(F)F)n3nc(C(=O)NCc4ccco4)cc3N2)cc1 (configuration not stated),-6.6
CCOc1ccc(NC(=O)CN(Cc2ccccc2)S(C)(=O)=O)cc1,-5.5
